# KDM5B inhibitor: Primary screen for KDM5B Histone Demethylases FDH-coupled qHTS. Lysine-specific demethylase 5B (Homo sapiens), Q9UGL1. KDM5B demethylase, FDH-coupled NADH fluorescence (FDH is formaldehyde dehydrogenase). Potency, µM (doses to about 57.7 µM), without a hit: at the highest dose activity change, negative = inhibition, most hits filed as inhibitors. 2.6% of 220,000 active. AID 1347165, 2019; active = well fitted inhibition curve with a large enough effect; inconclusive = small, poorly fitted or top-dose-only effect; inactive = no such curve, though single readings can be large or run the other way; note: 0% is about no effect; nearly all actives have a fitted effect of over 70% in size
# Target sequence (Q9UGL1 whole entry, looked up): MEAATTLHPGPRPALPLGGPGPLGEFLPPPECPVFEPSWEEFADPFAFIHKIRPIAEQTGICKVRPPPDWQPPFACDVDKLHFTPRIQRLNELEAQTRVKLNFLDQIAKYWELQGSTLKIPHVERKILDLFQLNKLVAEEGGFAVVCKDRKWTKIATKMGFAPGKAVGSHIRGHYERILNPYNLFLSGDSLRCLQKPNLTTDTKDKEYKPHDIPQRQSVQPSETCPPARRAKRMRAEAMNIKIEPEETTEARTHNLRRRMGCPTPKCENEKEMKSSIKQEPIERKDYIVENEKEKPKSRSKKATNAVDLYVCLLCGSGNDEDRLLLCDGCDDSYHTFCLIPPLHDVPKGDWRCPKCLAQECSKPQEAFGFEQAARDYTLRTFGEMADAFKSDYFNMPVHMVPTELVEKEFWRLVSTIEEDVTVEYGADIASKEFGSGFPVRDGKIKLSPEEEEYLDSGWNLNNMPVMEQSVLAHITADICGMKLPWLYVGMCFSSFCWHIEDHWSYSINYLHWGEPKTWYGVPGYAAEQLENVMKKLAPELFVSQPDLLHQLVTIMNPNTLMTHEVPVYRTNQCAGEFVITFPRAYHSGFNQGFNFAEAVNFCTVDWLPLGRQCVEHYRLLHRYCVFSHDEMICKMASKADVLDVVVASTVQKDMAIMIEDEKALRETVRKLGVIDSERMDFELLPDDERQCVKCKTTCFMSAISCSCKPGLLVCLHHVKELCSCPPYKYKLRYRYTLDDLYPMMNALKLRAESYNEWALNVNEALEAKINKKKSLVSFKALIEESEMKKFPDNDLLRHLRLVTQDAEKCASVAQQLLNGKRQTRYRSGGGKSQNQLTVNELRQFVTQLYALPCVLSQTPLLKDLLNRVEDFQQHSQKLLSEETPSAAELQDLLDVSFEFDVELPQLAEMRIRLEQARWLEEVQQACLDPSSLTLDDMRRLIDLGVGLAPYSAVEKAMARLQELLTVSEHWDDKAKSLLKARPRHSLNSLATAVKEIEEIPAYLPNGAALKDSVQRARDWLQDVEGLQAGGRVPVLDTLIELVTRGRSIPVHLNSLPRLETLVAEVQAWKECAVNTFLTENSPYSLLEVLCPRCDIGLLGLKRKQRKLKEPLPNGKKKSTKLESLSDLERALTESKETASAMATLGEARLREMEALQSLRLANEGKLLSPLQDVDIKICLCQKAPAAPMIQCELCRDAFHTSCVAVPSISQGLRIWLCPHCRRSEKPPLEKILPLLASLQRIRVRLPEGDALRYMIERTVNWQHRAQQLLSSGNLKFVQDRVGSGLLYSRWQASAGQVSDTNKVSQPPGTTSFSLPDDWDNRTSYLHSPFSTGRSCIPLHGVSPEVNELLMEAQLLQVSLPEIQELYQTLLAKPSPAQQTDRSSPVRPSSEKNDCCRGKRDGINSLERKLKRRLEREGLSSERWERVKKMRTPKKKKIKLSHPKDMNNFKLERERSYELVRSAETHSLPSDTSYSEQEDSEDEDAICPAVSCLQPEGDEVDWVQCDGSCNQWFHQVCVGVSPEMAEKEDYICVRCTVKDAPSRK
#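 Here, H3K4me3 peptide (12.5 µM in substrate mix) is demethylated by KDM5BΔAP, 200 nM final, after 10 min compound exposure. Formaldehyde product is coupled through FDH (0.25 U/mL in mix) to NADH fluorescence; 30-min ΔRFU feeds dose-response curves.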
# * = called active by the depositor; i = inactive; ? = inconclusive; [ ] = dose if it differs, or a comment. Potency is the fitted concentration of half-maximal effect.
# Sample of the layout (7 entries):
KDM5B inhibitor,SMILES
-16%,Cc1oc(-c2ccccc2)nc1CC(=O)N1CCCC(C(F)(F)F)C1 (stereo not given)
40µM*,O=C(O)Cn1ccc2cc(OCc3cccc(-c4ccc(F)c(Cl)c4)c3)cnc21
-16%,COc1ccc(CN2CCc3oc(C)c(C(=O)NCc4cccnc4)c3C2)cc1
8%,CCC(=O)N1CCc2ccc(C(=O)NC3CC3)cc21
-23%,Cc1nccn1CCN(C)Cc1cc2n(n1)CCNC2
13%,CC(=O)N1CCC(Oc2ccc(Cl)cc2C(=O)N2CCN(CC3CC3)CC2)CC1
11%,COc1ccc(C(=O)Nc2cnc3ccccc3c2)cc1OC

# Results, previewed entries included:
KDM5B inhibitor,SMILES
-16%,Cc1oc(-c2ccccc2)nc1CC(=O)N1CCCC(C(F)(F)F)C1 (stereo not given)
40µM*,O=C(O)Cn1ccc2cc(OCc3cccc(-c4ccc(F)c(Cl)c4)c3)cnc21
-16%,COc1ccc(CN2CCc3oc(C)c(C(=O)NCc4cccnc4)c3C2)cc1
8%,CCC(=O)N1CCc2ccc(C(=O)NC3CC3)cc21
-23%,Cc1nccn1CCN(C)Cc1cc2n(n1)CCNC2
13%,CC(=O)N1CCC(Oc2ccc(Cl)cc2C(=O)N2CCN(CC3CC3)CC2)CC1
11%,COc1ccc(C(=O)Nc2cnc3ccccc3c2)cc1OC
6%,O=C(c1cnccn1)N1CCc2[nH]nc(C(c3ccccc3)c3ccccc3)c2C1
34%,CN(CCc1ccccn1)C(=O)Nc1cccc(Cl)c1
-8%,COc1ccc(CNC(=O)N2CCN(C(=O)c3ccccc3)CC2)cc1
?,N#Cc1ccc(-c2ccccc2)nc1SCC(=O)Nc1cccc(Cl)c1
17%,CC(C)CNC(=O)CCc1cccnc1
9%,O=C(CCCOC(=O)c1cc(Cl)ccc1Cl)c1ccc(Br)cc1
?,CC1=C[C@@H](CNC(=O)c2cnccn2)[C@H](C(C)C)C[C@H]1Cc1nnc(-c2ccccc2F)o1
8%,CC(=O)N1CCCc2cc(S(=O)(=O)N3CCC(C(=O)Nc4c(C)cccc4C)CC3)ccc21
-13%,Cc1ccc(C)c(S(=O)(=O)N2CC(c3nc(Cc4ccccc4)no3)C2)c1
?,CN1C(=O)CCC2(CNC(=O)Nc3ccccc3)CCC=C12 (stereo not given)
-29%,COc1cccc(OCc2nc3c(n2Cc2ccccc2)C(=O)N(Cc2cccc(Cl)c2)CCN3)c1
28µM*,COc1ccc(OC)c(NC(=O)Cn2c(N3CCc4ccccc4C3)nc(C)cc2=O)c1
-14%,CCOc1ccc(NC(=O)C(C)C)c2cccnc12
-9%,COCc1ncc(C)n1CCNC(=O)c1cc(-c2cccc(Cl)c2)n[nH]1
-2%,CCOc1ccc(-c2oc3ccc(C)cc3c(=O)c2O)cc1
-1%,COc1cccc(C(=O)N2CCC(c3n[nH]c(=O)n3-c3ccc(C)cc3)CC2)c1
2%,FC(F)(F)c1cccc(-c2ccc(CNC3CC3)o2)c1
1%,COCCN1Cc2cccc(C(=O)Nc3ccc(C)c(C)c3)c2C1=O
-2%,CCc1cccc(C)c1NC(=O)C1CCN(S(=O)(=O)c2cc(Br)cc3c2N(C(C)=O)CC3)CC1
33%[activator],COc1cc(OC)c(C(=O)Nc2ccc3oc(C)nc3c2)cc1OC
1%,Cc1oc(-c2ccccc2Cl)cc1C(=O)Nc1nccs1
16%,O=C(NC1CCCC1)c1cc(Sc2cccc(Cl)c2)nc2ccccc12
i,Cc1cc(=O)oc2cc(NC(=O)Cc3cccc(F)c3)ccc12
-10%,COc1ccccc1NC(=O)Cn1c(=O)n(CC(=O)NCc2ccccc2Cl)c(=O)c2sccc21
-1%,CCN(C(=O)Cn1c(=O)nc(-c2ccccc2)c2cc(Cl)ccc21)c1cccc(C)c1
?,NCCC(=O)N1CCC(n2nccc2NC(=O)Nc2ccccc2Cl)CC1
29%,O=C(O)CCn1c(=S)n(CCC(=O)O)c2ccccc21
?,CCCc1noc(-c2ccn3c(CNC(=O)c4cccc(Cl)c4)nnc3c2)n1
2%,CCc1ccc(CNC(=O)c2cnc3sc4cc(OC)ccc4n3c2=O)cc1
432%[activator],COc1nn(C)c2nc(C)c(CCC(=O)NC(C)C3CC3)c(C)c12 (stereo not given)
-13%,COc1ccccc1CNC(=O)CN1C(=O)COc2ccc(S(=O)(=O)NC3CCCC3)cc21
8%,N#Cc1cccc(C(=O)NCCc2cccnc2)c1
38%[activator],Cc1cccc(OCCc2noc(C3CCNC3)n2)c1 (stereo not given)
-6%[86.2 µM],O=C1N(CC2CC2)CCOC12CCN(Cc1ccc(F)c(Cl)c1)CC2
?,CN1CC(=O)N(C2CCCNCC2)Cc2c1ncnc2N1CCc2ccccc2C1 (stereo not given)
?,COc1ccc(-c2nc(CSCC(=O)NCC(OC)OC)c(C)o2)cc1OC
-8%,Cc1cc(C)c(NC(=O)CN(C)CC(=O)NC(=O)NCc2ccccc2)c(C)c1
?,CCc1cc(=O)oc2cc(OS(=O)(=O)c3cccc(C(F)(F)F)c3)ccc12
3%,CC(C)CCNC(=O)c1cc2n(n1)CC(C)(C(=O)NCCC(C)C)N(C)C2=O (stereo not given)
-7%[86.2 µM],OCc1cccc(-c2ccc3ncc(Nc4cccnc4)n3n2)c1
-24%,COc1ccc(NC(=O)c2ccc(Cn3ccn4nc5c(c4c3=O)CCCC5)cc2)cc1OC
?,COC(=O)c1cc(-c2ccc(OC(C)C)cc2)nc2ccccc12
11%,Cc1nc2ccc(C(=O)OCC(=O)NC3CCCC3)cc2nc1C
?,COCCn1c(C)cc(O)c(C(c2ccc(OC)cc2)N2CCN(c3ccccc3)CC2)c1=O (stereo not given)
-13%,Cc1ccc(C(=O)NC2=NC(c3ccc(C)cc3)CC(=O)N2)cc1 (stereo not given)
-21%,COc1ccc(NC(=S)NCc2cccn2C)cc1
23%,CCCC(C)NC(=O)c1cc(Br)c(Br)s1 (stereo not given)
3%[149 µM],O=C1CC2CCN(Cc3c[nH]c4ccccc34)CC2CCN1 (stereo not given)
6%,Cc1ccc(NC2(c3nnnn3-c3ccccc3C)CCCCC2)cc1
?,O=C1[C@H]2CN(Cc3ccc(F)cc3)C[C@H]2C(=O)N1CCN1CCc2ccccc2C1
3%[86.2 µM],COc1ccccc1N1CCN(C(=O)C[C@@H]2C[C@@H](C(C)C)[C@H](CC#N)C=C2C)CC1
-9%,CNC(=O)[C@@H]1CN(C(=O)Cn2c(=O)oc3ccccc32)C[C@H]1COC
12%,CC(c1nc(-c2cccs2)no1)N(C)Cc1ccc(F)cc1F (stereo not given)

# Reformatted: entries from further up
Molecule | KDM5B inhibitor
COCCN1Cc2cccc(C(=O)Nc3ccc(C)c(C)c3)c2C1=O | 1%
CCc1cccc(C)c1NC(=O)C1CCN(S(=O)(=O)c2cc(Br)cc3c2N(C(C)=O)CC3)CC1 | -2%
COc1cc(OC)c(C(=O)Nc2ccc3oc(C)nc3c2)cc1OC | 33%[activator]
Cc1oc(-c2ccccc2Cl)cc1C(=O)Nc1nccs1 | 1%

# Next records.
KDM5B inhibitor,SMILES
10%,CCCCCCn1c(NCc2ccccc2)nc2c1c(=O)[nH]c(=O)n2C
-22%,CC(NC(=O)c1ccc2c(c1)N(Cc1cccc(F)c1)C(=O)c1ccccc1S2)c1ccccc1 (stereo not given)
11%,COCCNC(=S)N/N=C/c1ccc([N+](=O)[O-])cc1
?,c1ccc(Oc2ncnc3sc(-c4ccccc4)cc23)cc1
5%,Cc1nc(-c2cn(C3CCCN(C(=O)c4sccc4C)C3)nn2)no1 (stereo not given)
8%,CCCCN1C(=O)c2ccc(C(=O)OCc3csc(Nc4ccc(C)cc4)n3)cc2C1=O
5%,O=C(NCCc1ccccc1)c1cc(-c2ccccn2)nc2ccccc12
-25%[86.2 µM],O=C(Nc1ccc2[nH]ccc2c1)C1=NO[C@@H]2CN(c3ccccn3)C[C@H]12
-22%,Cc1ccc2nc(Cl)c3cc(C(=O)NCCCN(C)Cc4ccccc4)sc3c2c1
?,Cc1ccc2cc(C(=O)NCc3ccco3)[nH]c2c1
-5%,CC(=O)Nc1ccc2nc(SCCOc3ccc(C)cc3)sc2c1
-15%,O=c1oc2ccccc2cc1S(=O)(=O)N1CCCCCC1
-3%,CC(C)c1nc(C#N)c(N2CCN(c3ccccc3)CC2)o1
12%,CC(C)CN1C(=O)c2cccn2CC1C(=O)NCC1CC1 (stereo not given)
-11%,COc1cccc(C(=O)O/N=C(\N)c2ccc(C)cc2)c1
7%[149 µM],O=C(O)c1cccc(-c2cnc3ccccc3c2)c1
4%,Cc1ccc(-n2ncc3c(N(C)C)ncnc32)cc1Cl
435%[activator],COc1ccccc1-c1coc2cc(O)ccc2c1=O
40%[activator][149 µM],O=C1NCCN1C1CCN(Cc2cccnc2)CC1
20µM*,O=C1NCCN(Cc2ccccc2)C1CC(=O)N1CCN(c2ccccc2)CC1 (stereo not given)
32µM*,COc1ccc(-c2cc(-c3c(C)noc3C)c3cncn3c2)cc1
-18%,Cc1[nH][nH]c(=O)c1N=Nc1ccccc1Cl
21%,CC(=O)Nc1ccc(NC(=O)C(C)C)cc1Cl
31%[activator],O=C(Cc1cccc(Cl)c1)N1CCC2(CC1)CC(O)CCO2 (stereo not given)
4%,COc1ccc(NC(=O)Cn2c(N(C)Cc3ccccc3)nc(C)cc2=O)cc1Cl
6%,O=CNNC(=S)Nc1cc(Cl)ccc1Cl
?,CCn1c(C)c(C)c2cc(C(=O)N3CCN(c4cccc(C)c4C)CC3)ccc21
-14%,Cc1ccc(C)c(NC(=O)Nc2nnc(N(CC(C)C)CC(C)C)s2)c1
?,COc1ccc(CCN(C)C(=O)C2CCCN(Cc3ccccc3)C2)cc1OC (stereo not given)
-17%,O=C(CCc1cc2ccccc2[nH]c1=O)N1CCCCC1
29%,O=C([C@H]1C[C@H](Oc2cccnc2)CN1C(=O)NC1CCCCC1)N1CCOCC1
-7%,CCC(C)c1ccc(NC(=O)COC(=O)CCC2CCCC2)cc1 (stereo not given)
16%,COC1CN(c2cccc(F)c2)C12CCN(C(=O)c1sc(C)nc1C)CC2 (stereo not given)
20%,O=C(NC(C(=O)N1CCCCC1)C1CCN(C(=O)c2ccc(Cl)cc2)CC1)c1ccccc1 (stereo not given)
-23%,CCOCC(=O)N1CCc2n[nH]c(=O)n2CC1
?,CCc1c(C)sc(NC(=O)c2cccc(OC)c2)c1C#N
-1%[86.2 µM],COc1ccc(-c2cnc([C@@H]3COCCN3Cc3ccc(NC(C)=O)cc3)[nH]2)cc1
13%,CC(C)c1ccccc1NC(=O)COC(=O)CCc1nc2ccccc2s1
5%,CN(C)CC(O)COc1ccc(NC(=O)Nc2ccc(F)cc2)cc1 (stereo not given)
-24%[86.2 µM],COc1cccc(Nc2ncc3c(n2)C(C)(C(=O)NCC2CC2)CC3)c1 (stereo not given)
-27%,C[C@H]1CN(S(=O)(=O)c2cccc(F)c2)C[C@@H]1c1nc(-c2ccccc2)no1
-25%,C=CCc1ccccc1OCCN(C)Cc1nc(C)ccc1O
2%,CC(=O)N1C[C@@H](C(=O)NCCc2c(C)noc2C)[C@H](c2nc(C)no2)C1
-22%,COc1ccc(N2CC(C(=O)NCc3nnnn3-c3ccc(C)c(C)c3)CC2=O)cc1 (stereo not given)
?,O=C(Nc1ccc2nn(-c3ccccc3)nc2c1)c1cc2ccccc2o1
i,Cn1cc(-c2cc3c(ccn3C)c(C(=O)NCCc3cnc[nH]3)n2)cn1
?,CCOc1ccccc1C1C(C(=O)N2CCCCC2)=C(C)Nc2nc3ccccc3n21 (stereo not given)
19%,Cc1cnccc1NCCNc1ncncn1
?,COc1cccc(NC(=O)Cc2c[nH]c3ncc(-c4cccnc4OC)cc23)c1
0%,COc1ccccc1C(=O)OCC(=O)NCCNC(=O)COC(=O)c1ccccc1OC
?,COc1cc(CNc2ccc3[nH]c(=O)[nH]c3c2)cc(Br)c1OCc1ccccc1F
14%,O=C(Nc1cccc(C(=O)N2CCN(c3ccccc3)CC2)c1)C1=CSCCO1
-4%,CCOC(=O)C1=C(C)N=C2SCC(=O)N2C1c1ccc(OC)cc1OC (stereo not given)
-2%,CCN1CCN(c2ccc(NC(=O)c3cnc4ccccc4n3)cc2C)CC1
5%,CCN(CC(=O)Nc1ccccc1OC)C(=O)Cc1nc(-c2ccccc2)oc1C
7%,O=C(Nc1cc(Cl)cc(Cl)c1)c1ccc(F)c(S(=O)(=O)N2CCCCCC2)c1
-17%,O=C(Nc1ccc(-c2nnc3n2CCCC3)cc1)c1ccccc1
26%,COc1cc2c(cc1NC(C)=O)C(c1ccc(Oc3ccccc3)nc1)CC(=O)N2 (stereo not given)
-7%,CN(CC(=O)NCc1nc(-c2ccccc2)no1)S(=O)(=O)c1cc(Cl)ccc1Cl
-1%,CC(C)N1CCC(CCN2C(=O)[C@H]3CN(S(=O)(=O)c4cn(C)cn4)C[C@H]3C2=O)CC1

# Additional structures
KDM5B inhibitor,SMILES
10%,CN(CC1CCOC1)C(=O)Nc1ccccc1 (stereo not given)
?,CCN(CC)C(=O)COc1ccc2c(C)cc(=O)oc2c1
-6%,CCc1ccc(S(=O)(=O)c2nnn3c2nc(N2CCC(C)CC2)c2cc(Cl)ccc23)cc1
9%,CCN(CC)C(=O)c1sc(NC(=O)C2c3ccccc3Oc3ccccc32)c(C#N)c1C
2%,Cc1noc(C)c1S(=O)(=O)N1CCc2nn(C)c(=O)n2CC1
-12%,COc1cc(C)ccc1OCCSc1nc2ccc(NC(=O)c3ccccc3F)cc2s1
12%,O=C(NCCC(=O)N1CCN(c2ncccn2)CC1)c1ccc(Br)cc1
-3%,Cc1ccc(CC(=O)N2CCC(Cc3nc(-c4ccccc4)no3)CC2)cc1
24%,CCNC(=O)CN1CCN(C(=O)C2CCN(c3nc4ccccc4o3)CC2)CC1

# High-throughput results from PubChem.

# A portion of the library, so the mix of outcomes need not match the whole.
